Bioassay records from PubChem BioAssay.
ATG4B inh: ATG4B (human) cysteine protease inhibition | Q9Y4P1 | ATG4B cleavage of LC3-PLA2, NBD-HPC fluorescence, 1 h | inhibition, % at 8.33 µM | 340,000 tested, 0.51% active | AID 504462; in the data active = inhibition above about 40%
Target sequence (Q9Y4P1 whole entry, looked up): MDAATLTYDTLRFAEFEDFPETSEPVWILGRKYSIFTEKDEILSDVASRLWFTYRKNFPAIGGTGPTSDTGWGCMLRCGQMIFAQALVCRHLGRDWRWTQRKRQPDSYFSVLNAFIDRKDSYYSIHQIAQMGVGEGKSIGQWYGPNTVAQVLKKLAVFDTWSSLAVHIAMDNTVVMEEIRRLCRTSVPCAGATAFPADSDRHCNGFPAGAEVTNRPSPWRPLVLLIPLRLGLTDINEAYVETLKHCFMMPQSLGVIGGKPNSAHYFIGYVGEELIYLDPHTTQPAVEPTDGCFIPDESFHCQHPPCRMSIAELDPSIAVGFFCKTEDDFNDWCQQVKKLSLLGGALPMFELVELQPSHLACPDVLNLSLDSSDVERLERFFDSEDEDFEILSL
GRIN3A LBD mod: NR3A (human) ligand-binding domain modulation. 340,000 tested, 2.5% active. AID 1259313. Tm shift relative to glycine control, % at 25 µM. NR3A LBD differential scanning fluorimetry, Tm shift; 0% = protein alone, 100% = glycine-bound protein;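 active = melting temperature shift of at least 10% of the positive control shift, at one fixed dose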
HKDC1 inhibitor: blocks human hexokinase HKDC1 activity; AID 493160; inhibition, % at 20 µM; recombinant HKDC1, G6PDH/diaphorase resazurin coupled fluorescence; Q2TB90; 340,000 tested, 0.16% active;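 active = inhibition above about 35% when tested at 20 µM, limit read from the data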;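 also: plate controls were DMSO wells with enzyme for no effect and DMSO wells lacking enzyme for full effect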
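Test system: Recombinant HKDC1 (HK5) hexokinase enzyme, produced in-house | Input: HKDC1 at 5 µg/mL | Buffer or medium: Tris pH 8.0 buffer with MgCl2, Tween-20, BSA, BME | Schedule: 90 min reaction incubation at room temperature, dark | Technique: Resazurin-to-resorufin fluorescence via G6PDH and diaphorase coupling, 525/613 nm | Controls: DMSO wells with and without enzyme mix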
MPTP block: blocks calcium-induced mitochondrial swelling; isolated mouse mitochondria, Ca2+ swelling absorbance, 30 min; inhibition, % at 10 µM; 360,000 tested, 1.4% active; AID 602449;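 active = inhibition of 50% or more, scaled per plate between neutral and stimulator controls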;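 also: 0% = DMSO wells given calcium and 100% = 1 mM EGTA wells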
PfGluPho inh: PfG6PD (Plasmodium falciparum) enzyme inhibition; PfGluPho enzyme, NADPH resazurin-diaphorase fluorescence; inhibition, % at 20 µM; 350,000 tested, 0.78% active;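 active = inhibition reaching at least a set limit at 20 µM in the primary screen, cut at about 59% in these data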;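 also: 0% = DMSO wells with substrate and 100% = DMSO wells lacking glucose-6-phosphate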
SENP7 block: SENP7 protease inhibition; Q9BQF6; AID 434973; recombinant SENP7, Z-RLRGG-aminoluciferin luminescence, 40 min; 330,000 tested, 1.5% active; inhibition, % at 5 µM;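 active = inhibition above about 50% at the single test dose, limit read from the data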;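 also: plate controls were DMSO with enzyme for no effect and no enzyme buffer wells for full effect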
Target sequence (Q9BQF6 706-1050 limits assumed): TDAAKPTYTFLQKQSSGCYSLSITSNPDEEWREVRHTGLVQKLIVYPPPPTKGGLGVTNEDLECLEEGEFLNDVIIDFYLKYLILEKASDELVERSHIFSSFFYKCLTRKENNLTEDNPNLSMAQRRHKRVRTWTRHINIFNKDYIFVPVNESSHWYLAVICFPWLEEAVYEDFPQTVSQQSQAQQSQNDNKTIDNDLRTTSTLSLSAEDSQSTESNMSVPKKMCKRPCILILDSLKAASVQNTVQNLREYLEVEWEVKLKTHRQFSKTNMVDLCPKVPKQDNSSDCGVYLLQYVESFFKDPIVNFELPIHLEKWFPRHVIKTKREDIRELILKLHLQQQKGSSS
SENP6 inh: inhibitors of human SENP6 protease | Recombinant SENP6 catalytic domain, aminoluciferin luminescence | Q9GZR1 | inhibition, % at 10 µM | 330,000 tested, 1.8% active;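 active = inhibition above about 50% at the single tested dose, limit read from the data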;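 also: plate controls were DMSO wells with enzyme for no effect and DMSO wells lacking enzyme for full effect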
SENP8 inh: inhibitors of human SENP8 protease | Q96LD8 | recombinant SENP8, Nedd8 substrate fluorescence | inhibition, % at 20 µM | 360,000 tested, 0.64% active | AID 602440; in the data active = inhibition mostly above about 40%, no sharp cut-off; inactive = mostly below about 27%
Target sequence (Q96LD8 whole entry, looked up): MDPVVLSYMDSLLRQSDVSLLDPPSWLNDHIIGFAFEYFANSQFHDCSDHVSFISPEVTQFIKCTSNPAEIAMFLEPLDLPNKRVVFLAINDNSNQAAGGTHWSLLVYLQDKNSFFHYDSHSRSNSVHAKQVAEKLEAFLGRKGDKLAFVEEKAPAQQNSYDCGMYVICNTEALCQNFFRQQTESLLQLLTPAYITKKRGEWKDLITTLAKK
Numbers without * were called inactive; i = inactive; / = no result given.

SMILES | ATG4B inh | GRIN3A LBD mod | HKDC1 inhibitor | MPTP block | PfGluPho inh | SENP7 block | SENP6 inh | SENP8 inh
Cc1cc(C)cc(OCC(=O)N2N=C(c3cccnc3)CC2(O)C(F)(F)F)c1 (stereo unspecified) | 0 | 0 | 0 | 7.8 | 2 | 2 | 5 | 17
c1ccc(-c2nc3c4ccccc4ccn3c2CN2CCCCC2)cc1 | 13 | 1 | 0 | 1.2 | 24 | 3 | -3 | -155
Cc1ccc(S(=O)(=O)N2CCC(C(=O)NCCc3ccccc3)CC2)cc1 | -5 | 0 | -12 | -0.6 | -9 | 9 | 2 | 6
Cc1ccc(/C=N/Nc2cn[nH]c(=O)n2)o1 | -12 | 0 | -3 | 0.6 | 10 | 1 | -15 | 19
N#Cc1nc(-c2ccc(OCc3ccccc3)cc2)oc1NCCCN1CCOCC1 | -2 | 3 | 0 | 3.8 | 5 | 0 | -6 | i
Cc1nnc(SCC(=O)Nc2ccc(Br)cn2)[nH]c1=O | 7 | 0 | -1 | -8.8 | -13 | 1 | -4 | 18
COc1cc(C2NC(=O)NC(C)=C2C(=O)OC2CCCC(C)C2)ccc1O (stereo unspecified) | -5 | -14 | -12 | 0.5 | 11 | -3 | -16 | 0
Cc1ccc(CS(=O)(=O)c2cn(CC(=O)Nc3ccon3)c3ccccc23)cc1 | -9 | -3 | 1 | 1.2 | 31 | -7 | -5 | -14
O=C(NCc1ccc(OC(F)(F)F)cc1)C1CC2Cn3c(nc4ccccc43)C2N1c1ccccc1 (stereo unspecified) | -3 | -6 | 0 | -0.1 | 14 | 2 | 20 | 0
O=S(=O)(/C=C/c1ccccc1)N1CCN(Cc2ccccc2)CC1 | 9 | 1 | 7 | -1.0 | -10 | 2 | 5 | 7
COc1ccc(NC(=O)Nc2ccc(N3CCCC3=O)cc2)cc1OC | -15 | -10 | -2 | 0.7 | 13 | 3 | -47 | 17
O=C(Nc1ccc2nc3n(c(=O)c2c1)CCCCC3)C(=O)N1CCN(c2ccccc2F)CC1 | 4 | 0 | -1 | -1.7 | 3 | 2 | 1 | 13
C=C1N(c2cccc(Cl)c2)C(=O)OC1(C)C | 0 | -1 | -7 | -1.7 | 16 | 0 | -14 | 7
COc1ccc(S(=O)(=O)N(C)C[C@H]2Oc3ccc(NS(=O)(=O)c4ccccc4)cc3CC(=O)N([C@H](C)CO)C[C@@H]2C)cc1 | -13 | -2 | -6 | -0.8 | -4 | -5 | 0 | 8
COCCCn1nnnc1SCC(=O)Nc1nc2ccccc2s1 | -12 | -3 | -7 | -1.0 | 0 | 1 | 9 | 12
CCCc1nc(SCc2ccc(OCC)cc2)n[nH]1 | 0 | 3 | -2 | -0.7 | 8 | -2 | -48 | 9
CS(=O)(=O)N(CC(=O)N1CCc2ccccc2C1)c1ccc2c(c1)OCO2 | -4 | -2 | 1 | -3.2 | -15 | 9 | 15 | 12
S=c1[nH]ccc2ccccc12 | -2 | 0 | 2 | -2.1 | 55 | / | / | 36
CCCC(=O)NCCc1nc2ccccc2n1C | -19 | 2 | -2 | 0.6 | 8 | 1 | -8 | 21
CC(=O)Nc1ccc(S(=O)(=O)NCCC(=O)NNC(=O)c2ccncc2)cc1 | -4 | 0 | -9 | -1.0 | -15 | -2 | -7 | 16
Cc1csc(NC(=O)Cc2ccccc2[N+](=O)[O-])n1 | -7 | -3 | -8 | 0.5 | -2 | 11 | 1 | 8
c1ccc(CSc2ccc3nnc(-c4ccccn4)n3n2)cc1 | 0 | -4 | -6 | 0.2 | 6 | -5 | -12 | -63
Cc1ccccc1NC(=S)NC(NC(=O)N(C)C)C(Cl)(Cl)Cl (stereo unspecified) | 3 | 1 | -6 | -3.2 | 8 | -1 | 6 | -4
CCc1cc2c(cc3c(=O)n(CC(=O)NCCCN4CC(C)CC(C)C4)ncn32)s1 (stereo unspecified) | -1 | -4 | -6 | 0.9 | 2 | / | / | 2
Cc1nnc(NC(=O)C2CCCN2S(=O)(=O)c2ccc(Cl)cc2)s1 (stereo unspecified) | 0 | 0 | -3 | -0.6 | 6 | -5 | -3 | 12
O=C(COC(=O)c1cc(=O)[nH]c(=O)[nH]1)Nc1ccccc1F | -4 | 2 | -2 | -2.3 | 10 | -2 | -13 | -3
COc1ccccc1C(CNc1ncnc2sc(C)c(C)c12)N(C)C (stereo unspecified) | 2 | -1 | 4 | 1.9 | -1 | 2 | -24 | -4
CC(C)Cc1nnc(NC(=O)c2cccc(S(=O)(=O)N3CCOCC3)c2)s1 | -4 | 1 | -7 | 1.7 | 7 | 0 | 4 | 6
O=c1[nH]ncc(N/N=C/c2ccccc2)c1Cl | 3 | -3 | -6 | -0.5 | -4 | 1 | 5 | -112
CCn1ncc(C2=NOC(C(=O)NCc3ccc(Cl)cc3)C2)c1C (stereo unspecified) | 6 | -1 | -9 | -1.4 | 10 | -1 | 11 | 9
COc1cccc(C2C(C(=O)c3cc4ccccc4o3)=C(O)C(=O)N2c2cc(C)on2)c1 (stereo unspecified) | -1 | -6 | 2 | -2.0 | -9 | 6 | -8 | -61
CCOC(=O)/C(=N\Nc1ccc(OC)cc1)c1csc(Nc2ccccc2)n1 | 4 | 1 | -6 | 8.4 | 19 | 0 | -28 | -11
COc1ccc(OC)c(NC(=S)N(CCc2c(C)[nH]c3ccccc23)Cc2cccs2)c1 | 5 | -2 | 12 | 2.4 | -6 | 6 | -5 | 13
CCc1c(C(=O)N2CCN(c3ccccc3F)CC2)[nH]c(C)c1C(C)=O | -18 | 1 | -2 | 5.0 | 5 | 0 | -8 | 18
CCc1noc(C)c1C(=O)N1CC(C)SC1=Nc1ccc(Cl)cc1 (stereo unspecified) | -9 | 4 | -1 | -0.2 | -5 | -4 | -11 | 12
CCn1c(N2CCN(C(=O)Nc3ccc(F)cc3)CC2)nc2ccccc21 | -4 | -1 | 2 | -4.0 | -6 | -2 | -27 | 14
Cc1ccc(-c2c(C)cc3oc(=O)cc(-c4ccccc4)c3c2C)cc1 | -5 | -1 | 2 | -0.4 | 0 | 10 | / | 4
NS(=O)(=O)c1ccc2nc(NC(=O)Nc3ccccc3F)sc2c1 | -8 | -6 | 8 | 0.4 | 5 | 59* | 76* | -4
S=c1nc(C2CCCCC2)[nH]c2ccccc12 | -2 | -2 | -4 | -1.8 | -10 | -3 | -11 | 8
Cc1cc(CN2CCCC(C(=O)Nc3cccc(-n4cccn4)c3)C2)cc(C)c1O (stereo unspecified) | 0 | -1 | -4 | 70* | 14 | 7 | -8 | 2
COc1ccc(Cl)cc1Nc1nc(-c2cccnc2)cs1 | -10 | 24* | -2 | 0.4 | 47 | -2 | -28 | 2
C=C(C)CNC(=S)NNC(=O)CCn1c2cc(Cl)ccc2c2ccc(Cl)cc21 | -7 | 16* | -8 | 7.3 | 2 | -3 | -10 | 10
CC1=NN(C(=O)COc2ccccc2C)C(O)(c2ccc(Cl)cc2)C1 (stereo unspecified) | -6 | 1 | 17 | 7.3 | -5 | -2 | -6 | 2
COc1ccc(CC(NC(C)=O)C(=O)NC2CCN(C(=O)C3CCCCC3)CC2)c(OC)c1 (stereo unspecified) | 0 | -2 | -2 | -0.1 | 4 | -4 | 6 | 7
O=C(CCNC(=O)C1CCN(S(=O)(=O)c2ccccc2)CC1)NCc1ccccc1Cl | -4 | 1 | -3 | -0.8 | 3 | -3 | 3 | 5

Complete entries as entered above. Values in the order: ATG4B inh	GRIN3A LBD mod	HKDC1 inhibitor	MPTP block	PfGluPho inh	SENP7 block	SENP6 inh	SENP8 inh
`O=C(CCNC(=O)C1CCN(S(=O)(=O)c2ccccc2)CC1)NCc1ccccc1Cl` is listed as -4	1	-3	-0.8	3	-3	3	5
`NS(=O)(=O)c1ccc2nc(NC(=O)Nc3ccccc3F)sc2c1` is listed as -8	-6	8	0.4	5	59*	76*	-4
`Cc1cc(CN2CCCC(C(=O)Nc3cccc(-n4cccn4)c3)C2)cc(C)c1O` (stereo unspecified) is listed as 0	-1	-4	70*	14	7	-8	2
`COc1ccc(OC)c(NC(=S)N(CCc2c(C)[nH]c3ccccc23)Cc2cccs2)c1` is listed as 5	-2	12	2.4	-6	6	-5	13

The list goes on:
SMILES | ATG4B inh | GRIN3A LBD mod | HKDC1 inhibitor | MPTP block | PfGluPho inh | SENP7 block | SENP6 inh | SENP8 inh
Cc1ccc(C)c(OCc2nc3ccc(S(=O)(=O)Nc4c(C)n(C)n(-c5ccccc5)c4=O)cc3[nH]2)c1 | -10 | -1 | -5 | -1.3 | -14 | 9 | 8 | -2
CCN(CC(=O)NC1CCCCC1)S(=O)(=O)c1ccc(Cl)cc1 | 4 | 0 | -7 | 0.7 | -8 | -14 | -6 | 13
O=C(NC1CCCCC1)c1cc(Cl)nc2ccccc12 | -2 | 0 | 9 | 2.6 | -2 | -1 | -5 | 12
COc1sc(SC)cc1/C=N/NC(=O)c1ccncc1 | -6 | -1 | -2 | 0.9 | 12 | 5 | 9 | 5
Cc1cccc(NCc2cc(Cl)ccc2O)n1 | 10 | 1 | -1 | 2.7 | 13 | 7 | -58 | 12
O=C(Nc1ncc2c(n1)-c1ccccc1CC2)c1ccc(F)cc1 | 3 | 1 | 1 | 0.5 | 7 | 2 | -11 | -12
O=C(COC(=O)c1n[nH]c2ccccc12)c1ccc(F)c(F)c1 | 18 | / | -2 | 4.6 | 17 | 0 | 0 | -39
COc1ccc(Cl)cc1NC(=O)COC(=O)CNC(=O)C1CCCCC1 | 0 | 1 | -5 | -0.1 | 1 | -13 | -7 | 9
CCOC(=O)Cc1csc(SCC(=O)Nc2sc3c(c2C(N)=O)CCC3)n1 | 3 | 1 | 14 | -0.2 | -17 | -4 | -6 | -1
O=C(CN1CCc2ccccc21)Nc1ccc2c(c1)OCCCO2 | -5 | 0 | -3 | 1.5 | 12 | 8 | -16 | -3
COc1ccc(N2CCN(CCCNC(=O)CCC(=O)N3CCOc4ccc(Cl)cc43)CC2)cc1 | 6 | 0 | -5 | -1.9 | 3 | 4 | 9 | 7
S=C(NCc1cccnc1)Nc1cc(Cl)cc(Cl)c1 | 2 | 1 | -3 | 82* | -4 | 1 | -11 | 6
c1ccc(-c2nnsc2-c2ccccc2)cc1 | 6 | 1 | -9 | 0.5 | 5 | 9 | -18 | 15
Cc1ccc(CNC(=O)C2CC3Cn4c(nc5ccccc54)C3N2C)o1 (stereo unspecified) | -6 | 0 | -4 | -3.3 | 6 | -5 | -8 | -5
Cc1cc(C)c(S(=O)(=O)N2CCN(C(=O)c3cc(=O)[nH]c4ccccc34)CC2)c(C)c1 | -3 | -1 | -6 | 0.4 | -15 | -1 | -16 | -127
C[N+](C)(C)CCOP(=O)(O)OP(=O)([O-])OC[C@H]1O[C@@H](n2ccc(N)nc2=O)[C@H](O)[C@@H]1O | -8 | -2 | -6 | -0.3 | -7 | -5 | -4 | 8
CC1(c2ccc3ccccc3c2)NC(=O)N(CC(=O)N2CCC(C(N)=O)CC2)C1=O (stereo unspecified) | 0 | 0 | -1 | 0.2 | -9 | -11 | -17 | 7
Cc1nnc(SCC(=O)N(CC(C)C)c2c(N)n(Cc3ccccc3)c(=O)[nH]c2=O)n1N | -9 | 2 | -5 | -1.7 | 4 | 2 | -15 | 4
Cc1ccc(C(=O)Nc2ccc3ncccc3c2)cc1 | -2 | -2 | 1 | -0.7 | 17 | 90* | 82* | 3
CCOC(=O)N1CCC(n2c(SCC(=O)N3CCC(C)CC3)nc3ccccc3c2=O)CC1 | 14 | -1 | -5 | 4.0 | -4 | -13 | 0 | 20
COc1ccc(-c2cc(CNS(=O)(=O)c3ccccc3)on2)cc1 | 2 | 0 | -5 | -0.6 | -5 | 6 | 4 | 7
N#CCC(=O)NC(=O)NCC1CC1 | 9 | -2 | -8 | 0.9 | -12 | 6 | -13 | 7
O=C(CN1C(=O)c2ccccc2S1(=O)=O)NCCSCc1ccccc1Cl | -3 | 0 | -2 | -1.3 | -13 | -4 | -33 | -3
